Pin1 inhibitor: blocks the human prolyl isomerase Pin1. Q13526. Pin1 FP peptide displacement, HiFluor488, 10 min. Potency, µM (doses to about 115 µM), without a hit: at the top dose activity, negative = inhibition, usual class: inhibitors. 390,000 tested, 0.009% active; active = well fitted inhibition curve with a large enough effect in the polarisation, with a control signal flat, not every such curve was filed as active; inconclusive = small, poorly fitted or top-dose-only effect, or effect the other way, or a change in a side signal; inactive = no such curve, though single readings can be large or run the other way; the % refers to the polarisation; note: potency is the fitted concentration of half-maximal effect; % is set by controls: 0 for no effect and ±100 for the full control effect
Target sequence (Q13526 whole entry, looked up): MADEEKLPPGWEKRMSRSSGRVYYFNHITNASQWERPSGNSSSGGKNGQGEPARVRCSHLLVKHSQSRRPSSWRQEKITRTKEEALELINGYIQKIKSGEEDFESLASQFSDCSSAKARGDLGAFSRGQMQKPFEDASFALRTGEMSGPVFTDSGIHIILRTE
USP1-UAF1 inh: inhibitors of human USP1/UAF1 deubiquitinase. O94782. recombinant USP1/UAF1, Ub-Rhodamine cleavage fluorescence. Potency, µM (titrated, usually from 57.1 µM), for inactives: at the highest dose activity change, negative = inhibition, most hits filed as inhibitors. 390,000 tested, 0.23% active; note: potency is the fitted concentration of half-maximal effect; % is set by controls: 0 for no effect and ±100 for the full control effect; nearly all actives have a fitted effect of over 60% in size; inactives centre near -12
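High-throughput fluorogenic screen: 1nM USP1/UAF1 complex, Ub-Rho substrate 150nM final, 50mM HEPES pH 7.8 with 0.5mM EDTA, 0.1 mg/ml BSA, 1mM TCEP and 0.01% Tween-20.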
TRHR agonist: activates the human TRH receptor; AID 493084; TRHR cells, calcium flux fluo-8, FDSS agonist mode; P34981; 360,000 tested, 0.18% active; activation, % at 2 µM; in the data active = activation above about 30%; note: 0% is about no effect
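Agonist-mode FDSS calcium read (Ex 480/Em 530, 1 s cycles) in 1536-well TRHR cells with fluo-8 dye, after 10-cycle baseline and 23 nL compound addition; TRH at EC20 (10 nM final) added afterwards for the enhancer phase.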
D2 antag: antagonizes the human D2 dopamine receptor | 340,000 tested, 2% active | P14416 | AID 485344 | HEK293 TREx D2 cells, calcium flux, dopamine EC80 | inhibition, % at 10 µM; in the data active = inhibition above about 30%; note: 0% is about no effect
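Antagonism is scored as inhibition of an EC80 dopamine-evoked calcium signal in a force-coupled, tetracycline-inducible HEK293 T-REx D2 line, with compound present 180 s before agonist.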
TrxR1 substrate: is turned over as a substrate by rat TrxR1; purified TrxR1 substrate turnover, NADPH consumption readout; Potency, µM (series often up to 114 µM), for inactives: at the top dose activity change, negative = substrate turnover; 390,000 tested, 0.01% active; note: potency is the fitted concentration of half-maximal effect; % is set by controls: 0 for no effect and ±100 for the full control effect; nearly all actives have a fitted effect of over 50% in size
Target sequence (O89049 whole entry, looked up): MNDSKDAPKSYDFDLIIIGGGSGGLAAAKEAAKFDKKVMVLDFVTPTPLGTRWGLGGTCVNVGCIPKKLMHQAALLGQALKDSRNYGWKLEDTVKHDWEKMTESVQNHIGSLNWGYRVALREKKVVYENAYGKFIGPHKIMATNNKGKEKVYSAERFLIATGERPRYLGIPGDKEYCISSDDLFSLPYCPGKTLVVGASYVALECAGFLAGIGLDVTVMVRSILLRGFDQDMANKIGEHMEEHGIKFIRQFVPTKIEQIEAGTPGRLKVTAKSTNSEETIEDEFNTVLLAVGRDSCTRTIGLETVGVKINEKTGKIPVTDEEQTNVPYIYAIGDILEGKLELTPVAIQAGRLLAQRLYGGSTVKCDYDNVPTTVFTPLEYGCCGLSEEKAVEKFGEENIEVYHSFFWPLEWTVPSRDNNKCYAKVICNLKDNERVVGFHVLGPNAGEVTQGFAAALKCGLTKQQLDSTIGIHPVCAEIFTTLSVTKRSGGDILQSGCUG
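Rat TrxR1, dispensed at 90 nM, was prereduced with 400 uM NADPH (final) for 5 min at ~22 deg C, then incubated with compound 15 min before 400 uM selenite. A first-read NADPH fluorescence drop versus no-compound background flagged substrates.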
IDH1 R132H inh: blocks human mutant IDH1 R132H enzyme; O75874; IDH1-R132H enzyme, NADPH consumption, diaphorase/resazurin fluorescence; Potency, µM (top dose mostly 76.6 µM), without a hit: top-dose activity change, negative = inhibition, hits mostly inhibitors; 390,000 tested, 0.093% active; note: potency is the fitted concentration of half-maximal effect; % is set by controls: 0 for no effect and ±100 for the full control effect; nearly all actives have a fitted effect of over 65% in size
Target sequence (O75874 whole entry R132H, stated change not applied): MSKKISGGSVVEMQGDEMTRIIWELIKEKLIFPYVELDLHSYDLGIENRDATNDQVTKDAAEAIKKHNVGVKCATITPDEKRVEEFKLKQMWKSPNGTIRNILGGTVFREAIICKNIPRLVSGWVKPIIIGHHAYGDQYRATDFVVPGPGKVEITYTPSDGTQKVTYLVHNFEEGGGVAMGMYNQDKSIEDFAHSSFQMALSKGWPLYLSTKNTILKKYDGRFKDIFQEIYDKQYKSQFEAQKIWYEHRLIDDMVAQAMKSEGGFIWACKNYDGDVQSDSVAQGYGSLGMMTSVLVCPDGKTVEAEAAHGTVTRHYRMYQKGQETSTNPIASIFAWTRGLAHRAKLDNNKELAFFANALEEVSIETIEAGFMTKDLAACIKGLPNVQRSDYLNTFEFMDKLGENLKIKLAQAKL
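IDH1-R132H (0.5 ug/mL) preincubated 30 min with compound, then NADPH (0.016 mM) and alpha-KG (2 mM) added; 80 min at RT, pH 7.5. Remaining NADPH coupled via diaphorase/resazurin to fluorescence (540/590 nm); concentration-response curves normalized to no-enzyme control.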
TrxR1 inh: inhibitors of rat thioredoxin reductase 1 | recombinant rTrxR1, NADPH fluorescence consumption, selenite substrate | O89049 | 390,000 tested, 1% active | Potency, µM (titrated, usually from 114 µM), for inactives: top-dose activity change, negative = inhibition, most hits filed as inhibitors; note: potency is the fitted concentration of half-maximal effect; % is set by controls: 0 for no effect and ±100 for the full control effect; nearly all actives have a fitted effect of over 65% in size
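Rat TrxR1 (90 nM in the dispensed reagent) was pre-reduced with 400 uM NADPH for 5 min at room temperature, then incubated with compound for 15 min. After 400 uM selenite was added, NADPH fluorescence (Ex 340/Em 450 nm) was followed for 8 min.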
D2 ag: D2 dopamine receptor (human) agonism; P14416; HEK293 T-REx D2 cells, calcium flux agonist mode; activation, % at 2 µM; 340,000 tested, 0.53% active; AID 485358;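 active = activation over 3 SD above normal in the single-dose calcium agonist read, cut at about 30% in these data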; note: 0% is about no effect
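Agonism is scored from calcium flux in a force-coupled, inducible HEK293 cell line expressing D2, read kinetically for 180 s after compound addition against dopamine controls.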
TRHR enhancer: allosteric enhancers of human TRH receptor | P34981 | TRHR cells, fluo-8 calcium fluorescence, EC20 TRH enhancement | enhancement, % at 2 µM | 360,000 tested, 0.66% active; in the data active = enhancement above about 30%; note: 0% is about no effect
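Enhancer read-out: after compound pinning and an initial kinetic agonist-mode read, an EC20 of TRH (10 nM final) was injected and fluo-8 calcium signal (Ex 480/Em 530) followed at 1 s/cycle for 100 cycles in TRHR-expressing cells.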
The depositor's hits bear a star; [ ] = remark or other dose. Unless noted, calls come from the whole dose curve; as a rule, active = well fitted inhibition curve with a large enough effect; inconclusive = small, poorly fitted or top-dose-only effect; inactive = no such curve, though single readings can be large or run the other way. An excerpt; the hit share may differ from the screen's.

What do the screens show for `CCN(CC)c1ccc(-c2nnc(SCC(=O)N(CCOC)c3c(N)n(CC(C)C)c(=O)[nH]c3=O)o2)cc1`?
Pin1 inhibitor: 1.0%; USP1-UAF1 inh: -10.3%; TRHR agonist: -0.3; D2 antag: -1.4; TrxR1 substrate: -10.0%; IDH1 R132H inh: 1.6%; TrxR1 inh: -15.5%; D2 ag: 0.5; TRHR enhancer: -0.6

How did COc1ccc(CN2CCN(C(=O)c3ccc(S(=O)(=O)N4CCCCCC4)cc3)CC2)cc1F do in these assays?
Pin1 inhibitor: -1.5%; USP1-UAF1 inh: -12.9%; TRHR agonist: 0.3; D2 antag: -0.5; TrxR1 substrate: -16.6%; IDH1 R132H inh: 4.5%; TrxR1 inh: -24.2%; D2 ag: 1.2; TRHR enhancer: -7.0

What do the screens show for `Cc1ccc(CN2CCc3nc(N4CCN(c5ccccc5F)CC4)ncc3C2)cc1C`?
Pin1 inhibitor: 3.7%; USP1-UAF1 inh: 0.3%; TRHR agonist: 2.0; TrxR1 substrate: -6.9%[57.1 µM]; IDH1 R132H inh: 9.9%; TrxR1 inh: 2.8%[57.1 µM]; D2 ag: 2.0; TRHR enhancer: -2.8

How did Cc1ccc(-c2csc3ncnc(N4CCN(C(=O)c5ccccc5)CC4)c23)cc1 do in these assays?
Pin1 inhibitor: inconclusive; USP1-UAF1 inh: -25.0%; TRHR agonist: 1.4; D2 antag: 5.9; TrxR1 substrate: -7.3%; IDH1 R132H inh: -13.7%; TrxR1 inh: -8.1%; D2 ag: 0.6; TRHR enhancer: -16.2

How did COC(=O)c1ccc(-n2nnc(-c3nsc(NC(=O)c4ccc(Cl)cc4)n3)c2C)cc1 do in these assays?
Pin1 inhibitor: 41.8%[activator]; USP1-UAF1 inh: inconclusive; TRHR agonist: 1.5; TrxR1 substrate: 1.8%; IDH1 R132H inh: -7.9%; TrxR1 inh: 5.7%; D2 ag: 0.4; TRHR enhancer: 2.9

What do the screens show for `O=C(OCC(=O)c1ccc(Cl)s1)c1ccccn1`?
Pin1 inhibitor: 3.5%; USP1-UAF1 inh: -11.6%; TRHR agonist: -0.3; D2 antag: 13.6; TrxR1 substrate: -9.4%; IDH1 R132H inh: -0.5%; TrxR1 inh: -17.0%; D2 ag: 1.1; TRHR enhancer: -1.5

What do the screens show for `C=CC[C@H](CC(=O)N[C@H](CO)Cc1ccccc1)C(=O)N[C@H](COC(=O)[C@H](CC=C)CC(=O)OC(C)(C)C)Cc1c[nH]c2ccccc12`?
Pin1 inhibitor: -1.7%; USP1-UAF1 inh: -30.7%; TrxR1 substrate: -2.8%[57.1 µM]; IDH1 R132H inh: 9.6%; TrxR1 inh: 23.4%[57.1 µM]

What do the screens show for `COc1ccc(C(=O)NCC(=O)c2ccccc2)cc1`?
Pin1 inhibitor: -1.8%; USP1-UAF1 inh: -17.8%; TRHR agonist: 0.5; D2 antag: -12.1; TrxR1 substrate: 1.3%; IDH1 R132H inh: -14.0%; TrxR1 inh: 24.9%; D2 ag: 0.3; TRHR enhancer: 2.9

Results for O=C(NCCc1ccc(Cl)cc1)c1cccs1 ?
Pin1 inhibitor: 2.7%; USP1-UAF1 inh: -4.4%; TRHR agonist: -0.7; D2 antag: -0.1; TrxR1 substrate: 11.0%; IDH1 R132H inh: 0.0%; TrxR1 inh: 12.2%; D2 ag: -0.8; TRHR enhancer: 1.0

How did Cc1cccc(NC(=O)C2CCN(S(=O)(=O)c3cccs3)CC2)c1 do in these assays?
Pin1 inhibitor: 0.1%; USP1-UAF1 inh: -15.4%; TRHR agonist: 0.3; D2 antag: 3.0; TrxR1 substrate: 7.9%[57.1 µM]; IDH1 R132H inh: 2.4%; TrxR1 inh: 12.1%[57.1 µM]; D2 ag: 0.4; TRHR enhancer: -3.8

What do the screens show for `COc1ccc(CCNC(=O)c2ccc3c(c2)N(Cc2cccc(Cl)c2)C(=O)CS3)cc1OC`?
Pin1 inhibitor: 17.6%; USP1-UAF1 inh: -15.9%; TRHR agonist: 0.9; TrxR1 substrate: 10.8%[2.29 µM]; IDH1 R132H inh: 6.5%; TrxR1 inh: 7.8%; D2 ag: 1.2; TRHR enhancer: -1.4

How did COC(=O)c1ccccc1NC(=O)C1CCN(C(=O)c2cc(OC)cc(OC)c2)CC1 do in these assays?
Pin1 inhibitor: 4.2%; USP1-UAF1 inh: -24.8%; TRHR agonist: -1.9; D2 antag: -6.7; TrxR1 substrate: 20.0%; IDH1 R132H inh: 4.1%; TrxR1 inh: 12.5%; D2 ag: -1.5; TRHR enhancer: 1.7

What do the screens show for `Cc1cc2oc(C(=O)N(Cc3ccccc3)C3CCS(=O)(=O)C3)c(C)c2cc1C` (stereo not drawn)?
Pin1 inhibitor: 8.4%; USP1-UAF1 inh: -10.9%; TRHR agonist: -0.7; D2 antag: -2.2; TrxR1 substrate: -11.9%; IDH1 R132H inh: 3.7%; TrxR1 inh: -2.1%; D2 ag: -0.2; TRHR enhancer: -7.3

What do the screens show for `O=c1oc2ccccc2c(Nc2ccc(O)cc2)c1[N+](=O)[O-]`?
Pin1 inhibitor: -2.3%; USP1-UAF1 inh: -14.6%; TRHR agonist: -0.8; D2 antag: -12.9; TrxR1 substrate: -16.8%; IDH1 R132H inh: 4.1%; TrxR1 inh: 11.3%[57.1 µM]; D2 ag: 0.7; TRHR enhancer: 8.2

What do the screens show for `O=C(c1cccs1)N1CCN(S(=O)(=O)c2cccc(Cl)c2Cl)CC1`?
Pin1 inhibitor: -0.1%; USP1-UAF1 inh: -21.5%; TRHR agonist: 0.1; D2 antag: -1.2; TrxR1 substrate: -6.6%; IDH1 R132H inh: 5.1%; TrxR1 inh: 2.8%; D2 ag: -0.6; TRHR enhancer: -1.7

What do the screens show for `O=C(CCl)Nc1c(C(=O)Nc2ccc3c(c2)OCCO3)oc2ccccc12`?
Pin1 inhibitor: 1.3%; USP1-UAF1 inh: -13.6%; TRHR agonist: -0.6; D2 antag: -3.4; TrxR1 substrate: 8.8%; IDH1 R132H inh: 9.3%; TrxR1 inh: -11.3%; D2 ag: -1.9; TRHR enhancer: -4.1

How did CN(C)CCNC(=O)C(C(=O)c1ccc(F)cc1)n1ccccc1=O (stereo not drawn) do in these assays?
Pin1 inhibitor: -10.5%; USP1-UAF1 inh: -5.4%; TRHR agonist: 0.2; TrxR1 substrate: 3.5%[57.1 µM]; IDH1 R132H inh: -2.3%; TrxR1 inh: -1.8%; TRHR enhancer: 0.3

What do the screens show for `CCC(=O)Nc1ccc(C(=O)CSc2nnc(-c3cccnc3)o2)cc1`?
Pin1 inhibitor: 2.4%; USP1-UAF1 inh: -14.8%; TRHR agonist: 0.3; D2 antag: -7.5; TrxR1 substrate: -3.5%; IDH1 R132H inh: 7.1%; TrxR1 inh: -6.6%; D2 ag: -1.8; TRHR enhancer: -3.8

How did Cc1ccccc1NC(=O)CN1CCN(C)CC1 do in these assays?
Pin1 inhibitor: -3.8%; USP1-UAF1 inh: -16.9%; TRHR agonist: -1.3; D2 antag: -12.4; TrxR1 substrate: -18.9%[57.1 µM]; IDH1 R132H inh: 7.4%; TrxR1 inh: 14.2%[57.1 µM]; D2 ag: -1.7; TRHR enhancer: 14.6

Results for COC(=O)c1sc(NC(=S)NC(=O)c2ccc(C)cc2)nc1C ?
Pin1 inhibitor: 2.6%; USP1-UAF1 inh: -23.1%; TRHR agonist: 0.0; D2 antag: -0.5; TrxR1 substrate: 6.4%; IDH1 R132H inh: 9.6%; TrxR1 inh: 11.1%[57.1 µM]; D2 ag: 0.2; TRHR enhancer: 1.7

How did COc1ccccc1CNC(=O)CCCc1cn(C)c2ccccc12 do in these assays?
Pin1 inhibitor: 5.8%; USP1-UAF1 inh: -26.7%; TRHR agonist: 0.5; D2 antag: 4.4; TrxR1 substrate: 1.5%; IDH1 R132H inh: 6.6%; TrxR1 inh: -3.5%; D2 ag: -2.7; TRHR enhancer: -7.0

How did CC(C)CCN1CCN(Cc2cccc3cccnc23)CC1CCO (stereo not drawn) do in these assays?
Pin1 inhibitor: -3.5%; USP1-UAF1 inh: -13.9%; TRHR agonist: 1.0; D2 antag: -25.2; TrxR1 substrate: 9.4%; IDH1 R132H inh: -3.2%; TrxR1 inh: 12.1%[57.1 µM]; D2 ag: -0.6; TRHR enhancer: -1.3

Results for CC(=O)c1cccc(NC(=O)C(C)OC(=O)C2=NNC(=O)CC2)c1 (stereo not drawn) ?
Pin1 inhibitor: 1.2%; USP1-UAF1 inh: -19.9%; TrxR1 substrate: -0.1%; IDH1 R132H inh: 4.4%; TrxR1 inh: 6.5%

How did CCOC(=O)/C=C/C(=O)Nc1ccc(-c2nnc3n2CCCCC3)cc1 do in these assays?
Pin1 inhibitor: 0.6%; USP1-UAF1 inh: -8.3%; TRHR agonist: 0.4; D2 antag: -24.4; TrxR1 substrate: 1.4%; IDH1 R132H inh: -2.0%; TrxR1 inh: 15.9%; D2 ag: 0.1; TRHR enhancer: 8.5

What do the screens show for `Cc1c(C(=O)c2ccccc2)c2ccccn2c1CCc1ccccn1`?
Pin1 inhibitor: -2.5%; USP1-UAF1 inh: -24.2%; TRHR agonist: 1.6; D2 antag: -3.5; TrxR1 substrate: 7.5%[57.1 µM]; IDH1 R132H inh: 1.0%; TrxR1 inh: -13.0%; D2 ag: 2.7; TRHR enhancer: -8.7

What do the screens show for `Cc1oc(-c2ccccc2F)nc1CN1CCC(C(=O)NC2CCCCCCC2)CC1`?
Pin1 inhibitor: -1.5%; USP1-UAF1 inh: -10.2%; TRHR agonist: 0.0; TrxR1 substrate: -7.8%; IDH1 R132H inh: 3.4%; TrxR1 inh: -7.1%; D2 ag: 0.6; TRHR enhancer: 10.8

What do the screens show for `Cc1ccccc1NC(=O)CSc1ccc(-c2ccco2)nn1`?
Pin1 inhibitor: 1.1%; USP1-UAF1 inh: -3.9%; TRHR agonist: 0.1; D2 antag: 2.0; TrxR1 substrate: -2.5%; IDH1 R132H inh: 6.3%; TrxR1 inh: inconclusive; D2 ag: -0.4; TRHR enhancer: -5.9
